GRIN3A LBD mod: modulates the human NR3A ligand-binding domain | NR3A LBD differential scanning fluorimetry, Tm shift; 0% = protein alone, 100% = glycine-bound protein | Tm shift relative to glycine control, % at 25 µM | hit rate 2.5% among 340,000 | AID 1259313;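 active means melting temperature shift of at least 10% of the positive control shift, at one fixed dose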
A3A deaminase: blocks human APOBEC3A ssDNA deamination; recombinant A3A, FAM/TAMRA ssDNA deamination fluorescence; AID 493011; inhibition, % at 20 µM; hit rate 0.41% among 330,000; P31941;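 active means at least 40% inhibition at 20 µM here, with at most 30% in a related deaminase screen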;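 further: plate controls were A3A with DMSO for no effect and wells lacking A3A enzyme for full effect; some results filed as inactive read as strong as hits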
Target sequence (P31941 whole entry, looked up): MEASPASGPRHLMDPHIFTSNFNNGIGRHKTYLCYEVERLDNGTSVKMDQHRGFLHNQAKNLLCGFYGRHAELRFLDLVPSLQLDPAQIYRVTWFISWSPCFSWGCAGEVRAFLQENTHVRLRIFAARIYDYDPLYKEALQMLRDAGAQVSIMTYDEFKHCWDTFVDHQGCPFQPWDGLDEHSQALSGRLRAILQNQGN
A3G deaminase: APOBEC3G (human) deaminase inhibition | Q9HC16 | recombinant A3G, ssDNA deamination FAM/TAMRA fluorescence | inhibition, % at 20 µM | hit rate 0.28% among 330,000;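 active means inhibition of at least 40% at 20 µM, with no more than 30% in the related APOBEC3A deaminase screen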;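 further: plate controls were DMSO wells with A3G for no effect and wells lacking A3G enzyme for full effect; some compounds called inactive have numbers as strong as hits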
EBI2 antag: blocks human EBI2 receptor beta-arrestin signaling. P32249. EBI2 beta-arrestin recruitment, luminescence, 7a,25-OHC stimulated. inhibition, % at 5 µM. hit rate 0.81% among 360,000. AID 651636; in the data active means inhibition above about 38%;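 further: enzyme fragment complementation signal reports receptor beta-arrestin coupling in cells; 0% = agonist plus DMSO wells and 100% = wells without agonist; some results beyond the cut were filed as inactive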
Target sequence (P32249 whole entry, looked up, the tested form may be a part): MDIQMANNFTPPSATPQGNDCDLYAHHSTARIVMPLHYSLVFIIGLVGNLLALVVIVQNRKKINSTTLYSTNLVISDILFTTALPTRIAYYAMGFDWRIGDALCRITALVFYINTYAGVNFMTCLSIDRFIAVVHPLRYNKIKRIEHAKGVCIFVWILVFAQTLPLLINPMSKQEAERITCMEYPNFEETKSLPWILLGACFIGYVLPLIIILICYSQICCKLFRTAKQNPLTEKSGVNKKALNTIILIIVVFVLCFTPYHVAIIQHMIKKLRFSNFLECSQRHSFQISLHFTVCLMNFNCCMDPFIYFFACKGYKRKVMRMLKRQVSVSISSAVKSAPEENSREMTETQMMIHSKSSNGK
MPTP block: blocks calcium-induced mitochondrial swelling | isolated mouse mitochondria, Ca2+ swelling absorbance, 30 min | inhibition, % at 10 µM | hit rate 1.4% among 360,000;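 active means inhibition of 50% or more, scaled per plate between neutral and stimulator controls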;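 further: 0% = DMSO wells given calcium and 100% = 1 mM EGTA wells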
CCR6 antagonist: CCR6 (human) receptor antagonism; P51684; CHO-K1 CCR6 PathHunter beta-arrestin, luminescence, CCL20-stimulated; inhibition, % at 20 µM; hit rate 0.49% among 340,000;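 active means compounds whose inhibition of the agonist-driven luminescence signal at 20 µM reaches about 50%, limit read from the data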;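 further: cells stimulated with CCL20 at 14 nM final; plate controls were DMSO with CCL20 for no effect and DMSO without agonist for full effect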
Target sequence (P51684 whole entry, looked up): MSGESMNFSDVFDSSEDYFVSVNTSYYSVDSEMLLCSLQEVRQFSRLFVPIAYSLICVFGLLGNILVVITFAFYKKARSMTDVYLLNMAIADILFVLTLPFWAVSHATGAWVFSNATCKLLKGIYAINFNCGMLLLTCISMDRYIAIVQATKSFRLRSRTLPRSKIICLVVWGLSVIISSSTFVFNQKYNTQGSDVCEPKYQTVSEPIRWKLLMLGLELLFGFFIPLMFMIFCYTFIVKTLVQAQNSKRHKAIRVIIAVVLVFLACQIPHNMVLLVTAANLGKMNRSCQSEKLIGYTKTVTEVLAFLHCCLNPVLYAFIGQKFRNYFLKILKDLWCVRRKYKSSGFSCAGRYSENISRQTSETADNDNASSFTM
CXCR6 inh: blocks human CXCR6 beta-arrestin recruitment; inhibition, % at 20 µM; hit rate 0.36% among 360,000; CHO-K1 PathHunter CXCR6 beta-arrestin, luminescence; in the data active means inhibition above about 34%, passing the limit was not always enough;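 further: antagonist mode with CXCL16 agonist at 10 nM final; 0% = 10 nM CXCL16 with DMSO and 100% = unstimulated wells without agonist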
Gli-Sufu antag: blocks Gli-Sufu signaling in a luciferase reporter; Sufu-KO-LIGHT fibroblasts, Gli luciferase reporter luminescence; inhibition, % at 5 µM; hit rate 0.74% among 340,000; AID 588413;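 active means inhibition above about 55%, limit read from the data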;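 further: 0% = DMSO-treated cells and 100% = wells with medium but no cells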
* = called active by the depositor; / = not tested or not shown. A portion of the library; count on the stated rates, not on these rows.

smiles,GRIN3A LBD mod,A3A deaminase,A3G deaminase,EBI2 antag,MPTP block,CCR6 antagonist,CXCR6 inh,Gli-Sufu antag
Cc1cc(C)c(C(=O)CN2CCOCC2)c(C)c1,-3,-2,2,-8,-0.3,0,5,5
O=C(c1ccc(CS(=O)(=O)c2ccc(Br)cc2)o1)N1CCC2(CC1)OCCO2,3,4,-2,6,0.8,9,-3,2
Nc1cc(Cl)cc(C(=O)O)c1Cl,0,-1,-12,2,-1.7,-13,-1,3
OC1CCCCC1N1CCC(c2ccccc2)CC1 (centres undefined),1,3,1,-2,-2.1,8,-6,3
Cc1ccc(OP(=O)(NCc2ccccc2)Oc2ccc(C)cc2)cc1,13*,-1,-4,15,3.1,17,0,0
CC1(C)N=C(c2ccccc2)[C@@H]2C(c3ccc([N+](=O)[O-])cc3)N21 (some centres undefined),-1,-2,-4,-11,2.2,13,-12,-7
Cc1ccsc1C(=O)C1CCCN(Cc2cnc(N3CCOCC3)s2)C1 (centres undefined),1,-2,-7,-4,0.2,5,0,26
COc1ccc(Br)cc1CN1CCN(C(=O)Cc2ccccc2)CC1,1,3,-2,10,-3.9,14,9,-1
COc1ccc(CN2CCN(C(=O)Cc3ccccc3)CC2)c(OC)c1,-3,0,-3,3,-0.6,4,9,14
Oc1cc(O)cc(/C=C/c2ccc(O)cc2O)c1,11*,-5,-10,-9,-0.4,9,6,2
Cc1cccc(CN2CCCC(C(=O)c3ccc4c(c3)OCO4)C2)n1 (centres undefined),0,1,-3,-9,-2.3,-9,-4,9
CC(=O)Nc1ccc(C(=O)C(Cc2ccccc2)N(C)C)cc1 (centres undefined),1,2,3,-3,1.0,6,0,-1

Some of these compounds in order of molecular weight, low to high:
smiles,GRIN3A LBD mod,A3A deaminase,A3G deaminase,EBI2 antag,MPTP block,CCR6 antagonist,CXCR6 inh,Gli-Sufu antag
Oc1cc(O)cc(/C=C/c2ccc(O)cc2O)c1,11*,-5,-10,-9,-0.4,9,6,2
OC1CCCCC1N1CCC(c2ccccc2)CC1 (centres undefined),1,3,1,-2,-2.1,8,-6,3
COc1ccc(Br)cc1CN1CCN(C(=O)Cc2ccccc2)CC1,1,3,-2,10,-3.9,14,9,-1

11 compounds out of the list, ordered by molar mass, highest first:
smiles,GRIN3A LBD mod,A3A deaminase,A3G deaminase,EBI2 antag,MPTP block,CCR6 antagonist,CXCR6 inh,Gli-Sufu antag
O=C(c1ccc(CS(=O)(=O)c2ccc(Br)cc2)o1)N1CCC2(CC1)OCCO2,3,4,-2,6,0.8,9,-3,2
COc1ccc(Br)cc1CN1CCN(C(=O)Cc2ccccc2)CC1,1,3,-2,10,-3.9,14,9,-1
Cc1ccsc1C(=O)C1CCCN(Cc2cnc(N3CCOCC3)s2)C1 (centres undefined),1,-2,-7,-4,0.2,5,0,26
Cc1ccc(OP(=O)(NCc2ccccc2)Oc2ccc(C)cc2)cc1,13*,-1,-4,15,3.1,17,0,0
COc1ccc(CN2CCN(C(=O)Cc3ccccc3)CC2)c(OC)c1,-3,0,-3,3,-0.6,4,9,14
Cc1cccc(CN2CCCC(C(=O)c3ccc4c(c3)OCO4)C2)n1 (centres undefined),0,1,-3,-9,-2.3,-9,-4,9
CC(=O)Nc1ccc(C(=O)C(Cc2ccccc2)N(C)C)cc1 (centres undefined),1,2,3,-3,1.0,6,0,-1
CC1(C)N=C(c2ccccc2)[C@@H]2C(c3ccc([N+](=O)[O-])cc3)N21 (some centres undefined),-1,-2,-4,-11,2.2,13,-12,-7
OC1CCCCC1N1CCC(c2ccccc2)CC1 (centres undefined),1,3,1,-2,-2.1,8,-6,3
Oc1cc(O)cc(/C=C/c2ccc(O)cc2O)c1,11*,-5,-10,-9,-0.4,9,6,2
Nc1cc(Cl)cc(C(=O)O)c1Cl,0,-1,-12,2,-1.7,-13,-1,3

New compounds follow:
smiles,GRIN3A LBD mod,A3A deaminase,A3G deaminase,EBI2 antag,MPTP block,CCR6 antagonist,CXCR6 inh,Gli-Sufu antag
CC(=O)N1CCC(N2CCCC(C(=O)c3cccc(Cl)c3)C2)CC1 (centres undefined),1,2,0,1,-0.5,7,2,17
CC(C)C12CN3CCN(CC(C3)C1O)C2 (centres undefined),-1,3,-3,-2,-1.7,4,2,5
N#Cc1ccc(OCC(=O)N2CCN(Cc3ccc4c(c3)OCO4)CC2)cc1,-3,3,-1,35,7.8,20,-2,13
CCOP(=O)(OCC)C(NC(=O)CN1C(=O)c2ccccc2S1(=O)=O)C(Cl)(Cl)Cl (centres undefined),1,2,1,-4,-3.2,2,3,4
COC(=O)C(O)(c1ccc(N(C)C(=O)COc2ccccc2)cc1)C(F)(F)F (centres undefined),-6,-1,-4,4,1.3,2,0,7
C=CC1CN2CCC1CC2C(OC(C)=O)c1ccnc2ccc(OC)cc12 (centres undefined),1,-4,-11,11,0.9,9,1,11
Fc1ccc2c(c1)nnn2C1CCN(Cc2nnnn2CCc2ccccc2)CC1,4,-1,-3,12,1.4,-1,-6,8
CC1CCCCN1Cc1cccnc1 (centres undefined),-2,-1,-7,1,-1.1,-9,-7,7
O=C1NC(=O)N(CCc2ccc(F)cc2)C(=O)/C1=C/c1cccs1,-1,5,-10,14,-2.3,6,-2,3
O=C(COc1ccc(Cl)cc1)N1CCN(Cc2ccccc2)CC1,0,0,-2,91*,-1.0,5,-6,4
CCCNC(=O)N1[C@H]2CC[C@@H]1C(C(=O)OC)=C(c1ccc(OC(F)(F)F)cc1)C2,0,2,-5,1,-0.5,11,1,8
O=c1[nH]c(=O)n(C2CCCCC2)c(O)c1C=NCCCn1ccnc1,-1,6,-1,-4,8.7,-26,-5,-9

Further results
smiles,GRIN3A LBD mod,A3A deaminase,A3G deaminase,EBI2 antag,MPTP block,CCR6 antagonist,CXCR6 inh,Gli-Sufu antag
O=c1c2ccccc2nc(-c2ccccc2)n1-c1nccs1,-5,3,1,0,-5.8,6,-6,7
CNCC(O)c1cc(F)c(OCc2ccccc2)c(OCc2ccccc2)c1F (centres undefined),0,-1,-7,6,0.9,31,12,0
c1cncc(C2CCCCN2)c1 (centres undefined),0,-4,-10,-6,-1.1,3,2,3
COc1ccccc1NC(=O)COC(=O)c1cn(C)c2ccccc12,1,-3,-8,8,0.3,10,-16,3
COc1cc2c3cc1Oc1cc(ccc1O)C[C@@H]1c4c(cc(OC)c(O)c4Oc4cccc(c4)C[C@@H]3N(C)CC2)CC[N+]1(C)C,-1,3,-3,2,2.5,5,2,2
CCCCOC(=O)COc1cc(C)cc2oc(=O)c3c(c12)CCC3,1,-4,-5,-2,1.5,7,-8,3
O=C(c1ccccc1F)N1CCC2(CC1)OCCO2,-1,1,-5,-6,-1.2,15,1,-7
O=c1[nH]c(=O)n(Cc2ccccc2Cl)c(O)c1/C=C1/C=CC=N1,3,22,-1,1,0.4,14,12,3
CCCCCCOc1ccc(CN2CCN(CCO)CC2)cc1,0,-3,-7,-21,-0.9,9,-1,16
S=C1CN=C(c2ccccc2Cl)c2cc(Cl)ccc2N1,3,-4,-6,-18,-4.0,15,3,14
CCOP(=O)(OCC)C(NC(=O)c1ccccc1)C(Cl)(Cl)Cl (centres undefined),1,-1,0,-12,-0.1,2,0,9
CC1CCN(CCc2nc3ccccc3[nH]2)CC1,-3,0,6,-12,-0.7,-1,-3,1

The results go on.
smiles,GRIN3A LBD mod,A3A deaminase,A3G deaminase,EBI2 antag,MPTP block,CCR6 antagonist,CXCR6 inh,Gli-Sufu antag
C[C@H]1C[C@@H](C)C(=O)[C@@H]([C@H](O)CC2CC(=O)NC(=O)C2)C1,2,1,-4,10,-0.3,19,4,53
Cc1cc(OCC(=O)NCc2cccnc2)c2c3c(c(=O)oc2c1)CCCC3,-1,1,0,-8,-0.2,9,9,6
Cc1ccc(CC(=O)N2CCN(C)CC2)cc1,-1,-2,-6,6,-0.8,4,-1,0
Nc1c([N+](=O)[O-])cc(F)c(N2CCNCC2)c1Br,0,-1,-7,1,0.8,5,1,18
COc1ccccc1CCNCc1cc2c(cc1[N+](=O)[O-])OCO2,-1,1,-8,-6,0.4,5,2,-10
O=C(CN1C(=O)COc2ccccc21)N1CCC2(CC1)OCCO2,9,-3,-3,-3,-0.5,7,5,-11
CNC(C(=O)c1ccccc1)C(OC)c1ccc(C)cc1 (centres undefined),-3,-2,-5,-5,4.2,13,6,2
C(#CCN1CCOCC1)COC/C=C/c1ccccc1,2,2,-4,-1,-2.4,5,-7,27
Cc1nc2ccccc2c(=O)n1-c1ccc(F)cc1F,5,2,0,-8,0.9,9,11,-5
CCc1cc(=O)oc2cc(C)cc(OCC(=O)N3CCC(C(=O)O)(c4ccccc4)CC3)c12,-2,-1,-3,-1,0.5,1,10,1
O=C(c1cn(Cc2ccccc2)c2ccccc12)C1CC1,0,-3,-11,-4,-0.6,14,3,-4
C=CCN1CC[C@]23c4c5ccc(O)c4OC2C(=O)CC[C@@]3(O)C1C5 (some centres undefined),-1,4,8,-1,-0.8,-5,2,-1

Next section.
smiles,GRIN3A LBD mod,A3A deaminase,A3G deaminase,EBI2 antag,MPTP block,CCR6 antagonist,CXCR6 inh,Gli-Sufu antag
O=C1OCCN1P(=O)(c1ccccc1)c1ccccc1,0,4,3,-6,8.7,-17,4,-1
COc1c(/C=C2/C(=O)NC(=O)N(C)C2=O)c(CCN(C)C(=O)c2ccccc2)cc2c1OCO2,-4,7,-2,-1,11,-20,-5,-8
CC(=O)N1CC(=O)Nc2ccc(C)cc2C1c1ccccc1 (centres undefined),1,3,-6,1,-1.5,2,-2,2
O=C1C(c2ccccc2)=C(N2CC2)c2ccccc21,-1,3,1,4,-0.1,16,-5,-11
CCOc1c(Cl)cc(CNCCc2c[nH]c3ccccc23)cc1OC,-1,-8,-6,-5,6.3,2,-7,3
NC(=O)C1CCN(/C=C2\C(=O)NC(=O)N(Cc3ccco3)C2=O)CC1,-3,34,4,-10,-0.5,6,0,4
O=C1NC(=O)C(Cc2ccccc2)(Cc2ccccc2)C(=O)N1,-4,/,/,-1,-2.5,-3,-4,-12
O=c1[nH]c(O)c(N=Nc2ccc3c(c2)OCCO3)c(=O)[nH]1,1,-3,-7,5,1.3,7,13,30
C=CCC1(Cc2ccsc2)C(=O)NC(=O)NC1=O,0,/,/,3,-1.1,-2,-4,-16
CC(=O)CC(=O)C1C(=O)N(C)C(=O)N(C)C1=O,0,-2,-10,-4,0.2,6,-7,2
CCOP(=O)(NC(C)C)Oc1ccc(SC)c(C)c1 (centres undefined),2,/,/,-2,0.0,14,2,-3
CC12CCC(O)CC1CCC1C2CCC2(C)C(C(=O)CC(O)C(F)(F)F)CCC12 (centres undefined),-14,/,/,14,43,9,6,24

Continued.
smiles,GRIN3A LBD mod,A3A deaminase,A3G deaminase,EBI2 antag,MPTP block,CCR6 antagonist,CXCR6 inh,Gli-Sufu antag
Cc1cc(C(=O)Nc2ccc3c(c2)OCCO3)nn1C(C)(C)C,-2,-3,-5,3,-2.5,-2,12,-63
CC12CC(=O)C3C(CCC4CC=CCC43C)C1CCC2=O (centres undefined),5,/,/,24,-0.4,15,3,6
CC(=O)c1cccc(OCC(=O)N2CCN(CC(=O)Nc3cccc(F)c3)CC2)c1,1,-2,-6,7,-0.9,7,11,2
CN1c2ccc([N+](=O)[O-])cc2CC2(C(=O)NC(=O)N(c3ccc(Br)cc3)C2=O)C1c1ccccc1 (centres undefined),-6,3,-5,7,0.4,28,16,21
Cc1sc(-n2c(C)cc(C=C3C(=O)NC(=O)NC3=O)c2C)c(C#N)c1C,2,4,0,/,/,1,/,-7
c1ccc(C2CC2)c(OCC2=NCCN2)c1,-2,2,-4,-4,1.6,15,-7,0
CCOc1cc(CNCCc2c[nH]c3ccccc23)cc(Cl)c1OC,-1,1,-12,3,95*,-11,-6,17
CC(C)(C)N(NC(=O)c1ccccc1)C(=O)c1ccccc1,1,3,-4,-2,-0.6,-4,-6,2
CC1C(=O)OC2CCN3CC=C(COC(=O)C(C)(O)C1(C)O)C23 (centres undefined),-2,/,/,-2,-0.5,6,4,10
C1CC2NCCC3NCCC(N1)N32 (centres undefined),1,-1,-7,-15,0.0,-5,-9,3

Assay outcomes deposited in PubChem by Sanford-Burnham Center for Chemical Genomics.
